Screening data as filed in PubChem BioAssay.
MEKK2 WT-MEK5: raises or lowers MEK5 binding to wildtype human MEKK2 PB1 domain. 1.1% of 290,000 active. bead flow cytometry, Alexa488-MEK5 binding to MEKK2 WT; actives lie on both sides. binding response (% of control), % at 10 µM; in the data active means binding response below about 67% or above about 130%
FID counter: displaces DNA intercalator in HCV helicase counter-screen. inhibition, % at 7.9 µM. 0.17% of 290,000 active. DNA fluorescent intercalator displacement, fluorescence; in the data active means inhibition above about 37%;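 further: 0% = vehicle and 100% = reference compound; higher means more ethidium bromide displaced from hairpin DNA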
GalR3 antagonist: blocks the human galanin receptor 3. 0.44% of 360,000 active. AID 651719. O60755. inhibition, % at 3 µM. HEK293 GalR3-CNG cAMP membrane potential fluorescence; galR3 body fused to GalR1 C-terminus;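 active means inhibition above the screen-wide average plus 3 SD, cut at about 13% in these data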;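 further: forskolin and galanin both at EC90 stimulate the cells; cAMP rise reported by CNG channel membrane potential dye signal; 0% = forskolin plus galanin with DMSO and 100% = forskolin alone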
Target sequence (O60755 1-299 limits assumed): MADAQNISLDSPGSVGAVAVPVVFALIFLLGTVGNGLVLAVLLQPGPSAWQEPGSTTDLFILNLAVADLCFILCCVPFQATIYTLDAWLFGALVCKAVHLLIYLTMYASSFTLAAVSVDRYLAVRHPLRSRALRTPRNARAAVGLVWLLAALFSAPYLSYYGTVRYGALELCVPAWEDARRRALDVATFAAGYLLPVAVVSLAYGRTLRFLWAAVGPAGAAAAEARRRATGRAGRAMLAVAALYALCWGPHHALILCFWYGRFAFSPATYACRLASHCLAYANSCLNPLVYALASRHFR
MEKK3 PB1 HTS: modulators (inhibitors or enhancers) of MEK5 binding to human MEKK3 PB1 domain; bead-based flow cytometry, Alexa488-MEK5 binding to MEKK3; actives lie on both sides; 0 = blocked by unlabeled MEK5, 100 = vehicle; 1.4% of 290,000 active; binding response (% of control), % at 10 µM;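 active means binding response more than 3 SD above or below the average of its plate-row segment, actives on both sides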;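 further: Alexa488 bead fluorescence after subtracting the streptavidin-only scavenger bead signal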
Target sequence (Q99759 whole entry, looked up, the tested form may be a part): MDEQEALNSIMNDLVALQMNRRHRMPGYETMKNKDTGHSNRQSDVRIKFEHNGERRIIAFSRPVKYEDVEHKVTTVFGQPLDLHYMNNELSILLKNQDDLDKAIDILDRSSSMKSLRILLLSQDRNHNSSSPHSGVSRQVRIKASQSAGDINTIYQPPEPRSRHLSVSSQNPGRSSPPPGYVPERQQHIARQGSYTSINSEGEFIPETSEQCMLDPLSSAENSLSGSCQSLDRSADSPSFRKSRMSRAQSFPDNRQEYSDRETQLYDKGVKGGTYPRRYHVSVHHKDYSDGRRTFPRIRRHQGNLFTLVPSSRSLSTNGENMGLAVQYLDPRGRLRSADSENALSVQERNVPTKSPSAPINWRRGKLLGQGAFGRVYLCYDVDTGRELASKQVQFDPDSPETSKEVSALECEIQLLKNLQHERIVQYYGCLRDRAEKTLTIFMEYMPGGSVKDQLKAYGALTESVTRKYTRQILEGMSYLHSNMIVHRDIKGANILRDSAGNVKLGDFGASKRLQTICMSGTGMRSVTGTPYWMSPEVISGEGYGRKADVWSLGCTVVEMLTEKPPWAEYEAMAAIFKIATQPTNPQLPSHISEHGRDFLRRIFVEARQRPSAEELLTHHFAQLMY
MEKK2 mut-MEK5: signal of MEK5 binding to mutant human MEKK2 PB1 domain; 0.35% of 290,000 active; bead flow cytometry, Alexa488-MEK5 binding to MEKK2 mutant; percent response, % at 10 µM; in the data active means percent response above about 24%, passing the limit was not always enough; further: inactives centre near 1; some results filed as inactive read as strong as hits
NS3 helicase inh: inhibitors of Hepatitis C virus NS3 helicase; NS3 helicase DNA unwinding, Cy5 molecular beacon fluorescence; inhibition, % at 10.9 µM; 0.56% of 290,000 active;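 active means inhibition above the mean of all tested compounds plus 3 SD, set per campaign, cut at about 35% in these data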;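 further: 0% = DMSO wells and 100% = thioflavine S control wells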
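Material: hepatitis C virus NS3 helicase domain fragment enzyme; measured by: Cy5 fluorescence, 0 and 60 min reads; control set: DMSO and thioflavine S; incubation: 60 min unwinding reaction at 25 °C after ATP addition; read-out basis: % inhibition from 60/0 min fluorescence ratio, DMSO 0%, thioflavine S 100%; repeats: singlicate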
UBC9 SUMO inh: blocks human SUMOylation mediated by UBC9 | P63279 | HTRF SUMOylation assay, SAE1/SAE2 + UBC9, in vitro | inhibition, % at 35 µM | 0.36% of 290,000 active; in the data active means inhibition above about 50%, passing the limit was not always enough; further: strong numbers were not always called active
CRFR2-BP antag: antagonists of CRF-binding protein/CRF-R2 receptor complex | 0.59% of 350,000 active | AID 588475 | HEK293 CRF-R2/CRF-BP, CRF-induced calcium fluorescence | inhibition, % at 11.8 µM;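 active means inhibition of the ligand-induced calcium signal above about 50% at the single tested concentration, limit read from the data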
CRFBP-R2 agonist: agonists of human CRF-binding protein/CRF-R2 receptor complex; activation, % at 13.2 µM; HEK293 CRF-R2/CRF-BP, calcium dye fluorescence (FLIPR); percent of saturating CRF peptide response; 0.46% of 350,000 active; AID 588473;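 active means activation of at least 50%, plus an integration ratio under a set limit after plate pattern correction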;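 further: plate controls were neutral control wells without compound for no effect and CRF at EC100 for full effect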
An asterisk follows results filed as active; x = no result given; [ ] = another dose, or the depositor's remark.

SMILES	MEKK2 WT-MEK5	FID counter	GalR3 antagonist	MEKK3 PB1 HTS	MEKK2 mut-MEK5	NS3 helicase inh	UBC9 SUMO inh	CRFR2-BP antag	CRFBP-R2 agonist
O=S(=O)(NCc1cccs1)c1ccc(Cl)s1	105	1	-2	103	6	0	16	0	-4.0
COc1ccccc1NC(=O)N1CCCC1C(=O)NCCc1ccccc1 (centres undefined)	97	-16	-6	89	-3	5	4	4	1.8
O=C(CSc1nnc(-c2cccs2)o1)N1CCc2ccccc21	101	4	1	102	2	0	20	-1	-1.6
Cc1nnc(NC(=O)C2CCCN2C(=O)Nc2ccccc2)s1 (centres undefined)	83	-4	-9	95	-9	1	-6	5	0.4
O=C(O)c1ccccc1-c1ccccc1C(=O)Nc1cccc2ccccc12	99	-12	-3	94	0	6	9	0	0.1
COc1ccc(C(C)=O)cc1CSc1nnc(C)s1	103	-4	-7	100	7	4	18	3	-0.7
CCOC(=O)N1CCN(C(=O)CCCn2c(=S)[nH]c3ccccc3c2=O)CC1	102	-25	-1	103	-2	-12	0	4	-0.1
CC(C)COc1cccc(C(=O)Nc2ccc(CN3CCOCC3)cc2)c1	118	13	-10	106	9	-66	-15	-12	-1.5
CCSc1nnc(NC(=O)CSC2=NCCS2)s1	93	-10	-6	105	-9	14	6	-2	-4.7
CC1CCN(CCCNC(=O)C2CC(=O)N(C3CCCCCC3)C2)CC1 (centres undefined)	103	3	0	98	0	-5	10	13	0.3
Cn1c(=O)[nH]c(=O)c2c1nc(N1CCN(CCO)CC1)n2Cc1ccccc1	104	-8	-1	104	-1	21	6	-5	0.8
O=C(Nc1ccc(F)c(F)c1)c1ccccc1-c1ccccc1	108	2	0	103	14	-7	-8	3	-1.1

Part of the list above, reformatted:
Cn1c(=O)[nH]c(=O)c2c1nc(N1CCN(CCO)CC1)n2Cc1ccccc1
  MEKK2 WT-MEK5 = 104; FID counter = -8; GalR3 antagonist = -1; MEKK3 PB1 HTS = 104; MEKK2 mut-MEK5 = -1; NS3 helicase inh = 21; UBC9 SUMO inh = 6; CRFR2-BP antag = -5; CRFBP-R2 agonist = 0.8
O=C(Nc1ccc(F)c(F)c1)c1ccccc1-c1ccccc1
  MEKK2 WT-MEK5 = 108; FID counter = 2; GalR3 antagonist = 0; MEKK3 PB1 HTS = 103; MEKK2 mut-MEK5 = 14; NS3 helicase inh = -7; UBC9 SUMO inh = -8; CRFR2-BP antag = 3; CRFBP-R2 agonist = -1.1

Continued:
SMILES	MEKK2 WT-MEK5	FID counter	GalR3 antagonist	MEKK3 PB1 HTS	MEKK2 mut-MEK5	NS3 helicase inh	UBC9 SUMO inh	CRFR2-BP antag	CRFBP-R2 agonist
O=C(NCc1ccc(Cl)cc1)C(=O)NCC1OCCN1C(=O)c1cccs1 (centres undefined)	111	-16	-9	153*	1	-3	0	22	-1.4
CN(C)CCNc1oc(COc2ccc(Cl)cc2Cl)nc1C#N	170*	1	-4	114	55*	-4	-9	13	6.7
COc1ccc(-c2nc(SCC(=O)Nc3cc(C)on3)n[nH]2)cc1	101	-3	x	103	-11	3	50*	4	-0.3
COC(=O)NCN1C(=O)C2C3C=CC(C3)C2C1=O (centres undefined)	110	-1	-8	104	6	2	-15	-3	1.1
Cc1ccccc1Nc1nc(N)nc(COC(=O)CC2CC3CCC2C3)n1 (centres undefined)	114	-26	-3	95	11	-23	-19	-29	0.6
CCc1cccc(NC(=O)CS(=O)Cc2nc(-c3ccc(C)cc3)oc2C)c1 (centres undefined)	103	-29	x	99	-3	-5	-10	-2	0.3
O=c1c2c(-c3ccccc3)ccnc2[nH]n1-c1ccccc1	108	-21	-6	109	11	48*	8	-3	0.4
C(=N\n1cnnc1)/c1ccc(N2CCOCC2)s1	109	-3	3	104	3	6	15	-13	-0.1
Cc1ccccc1-n1c(-c2ccc(Cl)cc2)cnc1SCC(=O)NC1CCS(=O)(=O)C1 (centres undefined)	97	-25	-3	96	-2	-7	-16	2	2.6
C[C@@H](NCCc1ccc(O)cc1)[C@@H](O)c1ccc(O)cc1	117	x	x	115	5	x	x	16	-0.2
O=C(COc1ccc2c(-c3ccccc3)cc(=O)oc2c1)NCCCN1CCOCC1	105	3	-2	107	10	-9	5	-16	2.7
Cc1cc(-n2c(SCC(=O)Nc3ccc(F)c(F)c3)nc3n[nH]c(C)c3c2=N)ccc1Cl	100	-13	4	102	-1	3	3	-6	0.4
CC(=O)n1cc(N(C(=O)CCl)c2ccccc2)c2ccccc21	97	-13	-6	99	-2	-2	30	-3	-0.3
CCC(NC(=O)c1ccccc1NC(=O)c1ccc(OC)cc1)C(=O)N1CCCC1 (centres undefined)	85	-9	-6	84	-4	-5	-10	-2	-0.9
CS(=O)(=O)N(CC(=O)O)c1ccc(C23CC4CC(CC(C4)C2)C3)cc1	107	-28	7	110	1	17	1	13	-1.4
COc1ccc(NC(=O)c2nc[nH]c2C(=O)N2CCC(C)CC2)cc1	101	x	-6	75*[inhibitor]	-7	x	-16	1	-0.2
Cc1cccc(NC(=O)CN2C(=O)N/C(=C/c3cc(C)n(-c4cccnc4)c3C)C2=O)c1	71	-11	-7	73	-31	-2	26	14	1.4
COc1ccc(C(CNC(=O)c2ccc(S(=O)(=O)N3CCCC3)cc2)N(C)C)cc1OC (centres undefined)	98	15	4	108	-1	3	-4	-10	-1.9
Cc1cc(N2C3CCC2CC(O)(c2ccc(F)cc2)C3)nc(-c2ccccc2)n1 (centres undefined)	65	8	-8	98	-19	-15	9	-52	6.9
CN1CCN(NC(=O)CSc2ccc(Cl)cc2Cl)CC1	97	0	-3	95	-3	3	8	-4	-0.8
COc1ccc(-n2c(=S)[nH]c3[nH]ncc3c2=O)cc1	65	-5	-5	56	-19	18	6	-2	0.0
Cc1cccc(C(=O)c2c(N)sc3c2CCCC3)c1	100	-15	-12	108	2	26	13	28	1.7
O=C(O)c1cc2n(n1)C(C(F)(F)F)CC(C1CC1)N2 (centres undefined)	97	0	2	101	0	-1	-18	1	-1.2
C/C(CC(=O)Nc1ccc2c(c1)OCCO2)=N\NC(=O)COc1cccc(C)c1	106	-29	-9	101	5	1	2	-2	-0.7

Entries of single compounds, quoted from the list. Order of screens: MEKK2 WT-MEK5	FID counter	GalR3 antagonist	MEKK3 PB1 HTS	MEKK2 mut-MEK5	NS3 helicase inh	UBC9 SUMO inh	CRFR2-BP antag	CRFBP-R2 agonist
COc1ccc(C(CNC(=O)c2ccc(S(=O)(=O)N3CCCC3)cc2)N(C)C)cc1OC (centres undefined) across the screens: 98	15	4	108	-1	3	-4	-10	-1.9
O=C(Nc1ccc(F)c(F)c1)c1ccccc1-c1ccccc1 across the screens: 108	2	0	103	14	-7	-8	3	-1.1
C[C@@H](NCCc1ccc(O)cc1)[C@@H](O)c1ccc(O)cc1 across the screens: 117	x	x	115	5	x	x	16	-0.2
Cc1cccc(NC(=O)CN2C(=O)N/C(=C/c3cc(C)n(-c4cccnc4)c3C)C2=O)c1 across the screens: 71	-11	-7	73	-31	-2	26	14	1.4
COc1ccc(C(C)=O)cc1CSc1nnc(C)s1 across the screens: 103	-4	-7	100	7	4	18	3	-0.7

Remaining list, next part:
SMILES	MEKK2 WT-MEK5	FID counter	GalR3 antagonist	MEKK3 PB1 HTS	MEKK2 mut-MEK5	NS3 helicase inh	UBC9 SUMO inh	CRFR2-BP antag	CRFBP-R2 agonist
CC(C)(C)n1nnnc1C(c1ccc(F)cc1)N1CCC(C(N)=O)CC1 (centres undefined)	106	-7	-5	124	3	-2	3	15	1.6
N/C(Cn1cncn1)=N\NC(=O)C(=O)Nc1cccc(C(F)(F)F)c1	97	4	-2	99	1	3	8	1	-1.0
CC(=O)c1ccc(-c2ccc([C@H]3[C@@H]4C=CCC[C@@]4(C)C(=O)N3Cc3ccccc3)c(F)c2)cc1	90	x	-4	95	-7	x	-6	-9	0.9
CC(C)Sc1nc2ccccc2n1CC(N)=O	102	-1	-7	101	5	-5	-7	9	0.8
Cc1cn2c(N)c(C=C3C=C(Cl)C(=O)C(Cl)=C3)c(=O)nc2s1	50*[inhibitor]	-4	-3	94	-76	15	20	-131	117*
CS(=O)(=O)c1[nH]nc(-c2ccccc2Cl)c1C#N	99	-1	6	96	-19	-14	3	-8	-0.9
O=C1CCCc2c1cc(C(=O)NCCCN1CCOCC1)c(=O)n2-c1ccc(Cl)cc1	97	3	2	95	0	16	-5	-7	1.3
Cc1cc(C)c(S(=O)(=O)NC2CC(C)(C)NC(C)(C)C2)cc1C	102	4	-3	101	0	-4	5	6	-1.8
CCc1nnc(NC(=O)CSc2nc(-c3ccccc3)nc3ccccc23)s1	106	2	-2	102	11	-1	-9	-10	0.5
COc1cccc(/C=N/NC(=O)C(=O)NCc2ccco2)c1O	103	-3	-6	105	3	-1	-21	20	-2.6
Cc1cccc(NC(=S)N(CCCN2CCOCC2)Cc2cn(C)c3ccccc23)c1	99	0	-9	97	-1	-6	-12	-7	-0.7
Cc1cc(C)c(S(=O)(=O)/N=C2/C=C(SCC(=O)O)C(=O)c3ccccc32)cc1C	82	0	x	99	21	7	84	-6	1.1
COc1ccc(S(=O)(=O)Nc2ccccc2Cl)cc1NC(C)=O	101	-8	-11	102	0	-2	5	-21	1.7
COc1cccc(/C=c2\sc3nc(-c4cccs4)nn3c2=O)c1OC	x	-15	-5	x	x	0	-25	-34	3.7

An excerpt; the hit share may differ from the screen's.
